PriA SSB inh = inhibitors of Klebsiella pneumoniae PriA binding to SSB C-terminal tail; inhibition, % at 33 µM; 430,000 compounds, 0.6% hits; AlphaScreen SSBct-PriA binding, biotinylated peptide; in the data active = inhibition mostly above about 37%, no sharp cut-off; inactive = mostly below about 20%;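 also: plate controls were negative control peptide for no effect and reference peptide for full effect; strong numbers were not always called active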
Starred values were filed as active, the others as inactive; i = inactive; & = joins results of further samples. The list is partial; rates above refer to the full screens.

SMILES	PriA SSB inh
Cc1ccc(NC(=O)Cc2ccc(-c3ccccc3)cc2)cc1N1CCCC1=O	-7
COC(=O)NN=C(C)/C=C/c1ccco1	-7
CCSc1cccc(C(=O)Nc2nnc(-c3cccnc3)o2)c1	1
CS(=O)(=O)N1CCCCC1C(=O)N1CCN(c2ccccc2)CC1 (configuration not stated)	-22
COc1ccc(Cl)cc1S(=O)(=O)NCCc1ccc(N(C)C)cc1	31
COC(=O)C1=C(NC(=O)c2ccc(C(=O)c3ccccc3)cc2)CCS1	1
Cc1cc(NC(=O)C(=O)NCC2CCN(Cc3ccco3)CC2)no1	-10
O=C(NCCC(O)c1cccs1)c1ccc2c(c1)OCO2 (configuration not stated)	-3
COC(=O)c1ccc(C2C(S(=O)(=O)c3ccc(C)cc3)=C(O)C(=O)N2c2ccc(OC)cc2)cc1 (configuration not stated)	-12
CCc1ccc2ncc(C#N)c(N3CCc4ccccc4C3)c2c1	-30&-2
Cc1nc(N2CCN(c3ccccc3F)CC2)c2c3c(sc2n1)CCC3	4
COc1ccccc1N1CCN(c2nc3ccccn3c(=O)c2/C=C2\SC(=S)N(C)C2=O)CC1	-2
CSc1ccc(CC(=O)Nc2nc(-c3ccc(Cl)cc3)cs2)cc1	7
O=C1CN(C(=O)c2sc3ccccc3c2Cl)c2ccccc2N1	7
COCC(=O)N1CCCc2ccc(NC(=O)Nc3cc(Cl)ccc3OC)cc21	-21
CCCS(=O)(=O)NCCn1nc(-c2ccco2)ccc1=O	-19
O=C(Nc1ccc2c(c1)CN(C(=O)C1CC1)CC2)c1ccccc1S(=O)(=O)C(F)F	-4
CCc1nnc(NC(=O)C(C)Sc2nnnn2-c2ccccc2C)s1 (configuration not stated)	18
O=C(CSc1nc2c(sc(=S)n2-c2ccccc2)c(=O)[nH]1)NCc1ccccc1	7
Clc1cccc(CSC2=NCCN2)c1	-11
COC(C)(CNC(=O)C(=O)NCc1cccs1)c1ccccc1F (configuration not stated)	12
CCOC(=O)c1ccc2nc(NC(=O)c3ccn(C)n3)sc2c1	-8
O=C(CSCc1ccccc1)OCc1cc(-c2cccs2)on1	-44
O=C(NCC1CCN(Cc2ccco2)CC1)C(=O)Nc1ccc(OC(F)(F)F)cc1	-28
O=C(CCn1ccc(=O)[nH]c1=O)Nc1cnn(C2CCOC2)c1 (configuration not stated)	6
COc1ccccc1N1CCN(C(=O)CS(=O)(=O)c2cccs2)CC1	-9
CC(C)(C)NCC(O)COCCOc1ccc(Cl)cc1 (configuration not stated)	-1
NC(=O)c1oc2ccccc2c1NC(=O)C(=O)NCCc1c[nH]c2ccccc12	27
CC(=NNC(=O)c1ccco1)c1ccc(NC(=O)c2ccc(F)cc2)cc1	-6
CCOC(=O)c1sc(NC(=O)C2CCN(S(C)(=O)=O)CC2)c(C(=O)OCC)c1C	-3
CCOC(=O)Nc1cc(N2CCCS2(=O)=O)ccc1OC	-5
CCCCS(=O)(=O)N1CCN(CCn2nc(C)cc2C)CC1	-8
Cc1ccc(C=Nn2nnnc2N)o1	-10
CCOC(=O)c1scc(-c2ccc(C)cc2)c1S(=O)(=O)Nc1ccc(OC)cc1	7
CCOCCn1c(=NC(=O)c2cc(C)nn2CC)sc2cc(NC(C)=O)ccc21	-14
COCCN(Cc1ccoc1)S(=O)(=O)c1cnn(C)c1	-6
Cc1noc(C)c1S(=O)(=O)N1CCN(c2cc(-n3cncn3)ncn2)CC1	-3
COc1ccc(-c2cc(=O)[nH]c(SCc3nc(-c4ccccc4OC)oc3C)n2)cc1	3
CCc1c(C#N)c(SCC(=O)c2cc3ccccc3oc2=O)nc2c1CCC2	-5
COc1ccc(-c2ccc(N3CCN(C(=O)c4c(F)cccc4F)CC3)nn2)cc1	-9
O=C(Nc1cccnc1)NC1CC(=O)N(c2ccc3c(c2)OCCO3)C1 (configuration not stated)	8
COc1ccc(C(=O)Nc2ccccc2C#N)cc1OC	-4
NS(=O)(=O)c1ccc(NC(=O)CCCn2nc(-c3cccs3)ccc2=O)cc1	-9
CON=C(c1nonc1N)N1CCN(c2ccc([N+](=O)[O-])cc2)CC1	1
Cc1cc(C(=O)NCc2nc(-c3cccn3C)no2)no1	3
Cc1cc(C)c(-c2csc(NC(=O)c3ccc4ncsc4c3)n2)c(C)c1	0
CCN(CC)CCN(C(=O)c1ccnn1C)c1nc2ccc(C)cc2s1	4
COc1cccc(/C=N\NC(=O)CNC(=O)c2ccccc2C(F)(F)F)c1OC	-13
CC(=NN=Cc1ccc(N(C)C)cc1)c1ccccc1	-8
CC(=O)N1N=C(c2ccc(C)o2)CC1c1ccc2c(c1)OCO2 (configuration not stated)	-4
O=S(=O)(NCc1ccnc(-c2cccs2)c1)N1CCOCC1	-4
O=C([C@H]1CC(=O)N(c2cccc(Br)c2)C1)N1CCC(Oc2cccnn2)CC1	-5
CCOc1cccc(-c2noc(Cn3nc4cc(-c5nc(C)no5)ccn4c3=O)n2)c1	-7
COc1ccc(C2SCC3C(=O)N(c4ccccc4)C(=S)N32)cc1O (configuration not stated)	-16
O=C(NN=Cc1cc2c(cc1Cl)OCO2)c1ccc(Br)s1	-4
O=C1C(O)=C2CCCC=C2N1n1cnnc1	-12
CCOc1ccc(-c2ccc(=O)n(Cc3nc(-c4cccs4)no3)n2)cc1	-11
CC1=CC(=O)C(C(C)C)=CC1=NOC(=O)c1cccc2nc(C)oc12	5
Cc1cc(C)nc(N=C(N)Nc2ccc(C)c([N+](=O)[O-])c2)n1	-8
O=C(/C=C/C1=Cc2ccccc2OC1)Nc1nccs1	-14
(continued)
SMILES	PriA SSB inh
COc1ccc2cc(C(=O)Nc3ccccc3)c(=Nc3ccc(C(F)(F)F)cc3)oc2c1	-16
CC1(C)CC(=O)C2=C(C1)OC1=C(C(=O)CC(C)(C)C1)C2c1ccccn1	-6
CCOc1ccc(-c2cc3c(=O)n(Cc4nc(-c5cc(Br)ccc5OC)oc4C)ccn3n2)cc1	-20
Cc1ccc2c(c1)OCC(=O)N2Cc1nc(-c2cccs2)no1	-16
Cc1cc(C)c2nc(N(CCn3cccn3)C(=O)C3CC3)sc2c1	-7
CN(C)c1ccc(/C=C2/SC(N3CCN(CCC#N)CC3)=NC2=O)cc1	-14
CO[C@@H](CNC(=O)C(=O)NCc1ccc2c(c1)OCO2)c1ccccc1C	4
COc1ccc(-c2ccc(=O)n(CCN3CCN(S(=O)(=O)c4ccc(C(C)=O)cc4)CC3)n2)cc1	-10
Cc1nnc(C)n1N=Cc1c(O)ccc2ccccc12	-2
Oc1ccc(C=Nn2c(-c3ccccc3)n[nH]c2=S)cc1Br	2
O=C(CSC1CCCC1)N1CCC(Cn2cccn2)CC1	0
Cn1cc(S(=O)(=O)Nc2ccc(CC(=O)NCC(F)(F)F)cc2)cn1	-1
Cn1nc(-c2ccccc2NC(=O)c2cc(=O)[nH]c(=O)[nH]2)ccc1=O	-15
COc1cc(C=NNc2ccc(F)cc2F)cc(OC)c1OC	1
O=C(CSc1nc(C(F)(F)F)cc(=O)[nH]1)N1N=C(c2cccs2)CC1c1ccc(F)cc1 (configuration not stated)	-2
CCn1c(=NC(=O)c2ccccc2[N+](=O)[O-])sc2cc(F)cc(F)c21	-9
CCOC(=O)c1ccc2nc(NC(=O)c3ccccc3I)sc2c1	8
CC(=O)Nc1ccc(C(=O)NN=Cc2ccccc2OC(=O)c2ccc(Cl)cc2)cc1	8
O=C(Nc1ccccc1Cl)c1c[nH]c(=O)n(Cc2ccco2)c1=O	-8
O=C(NCc1ccc2c(c1)OCO2)C(=O)NC[C@@H](c1ccco1)N1CCN(c2ccccc2F)CC1	-5
Clc1ccccc1C=NN1CCN(Cc2ccccc2)CC1	13
O=C(NCc1cnn2c1CCCC2)c1cc(-c2cccnc2)on1	-10
CCOC(=O)N1CCCC(Cc2nc(-c3ccccc3F)no2)C1 (configuration not stated)	-10
CCNC(=O)C(=O)NCC1CCN(C)CC1	-11
O=C(Cn1cc(S(=O)(=O)N2CCOCC2)ccc1=O)NC1CCCCC1	-8
CO[C@@H](CNC(=O)c1ccccc1Cl)c1ccc(C)s1	-18
O=S(=O)(Cc1ccc(Cl)cc1)c1ccc(N2CCN(c3ccccc3F)CC2)nn1	-13&11
O=C(Cl)OC1CCS(=O)(=O)C1 (configuration not stated)	-22
COc1ccc(NC(=O)CON=CC(=O)Nc2ccccc2C)c([N+](=O)[O-])c1	11
COc1cccc(CNC(=O)c2cnc3c(c(C)nn3-c3ccc(C)cc3)c2Cl)c1	-9

Arranged by SMILES length (low to high): part of the list above
SMILES	PriA SSB inh
O=C(NCc1cnn2c1CCCC2)c1cc(-c2cccnc2)on1	-10
CCc1nnc(NC(=O)C(C)Sc2nnnn2-c2ccccc2C)s1 (configuration not stated)	18
Cn1nc(-c2ccccc2NC(=O)c2cc(=O)[nH]c(=O)[nH]2)ccc1=O	-15
CCOC(=O)c1scc(-c2ccc(C)cc2)c1S(=O)(=O)Nc1ccc(OC)cc1	7

Going on with the list.
SMILES	PriA SSB inh
COc1ccccc1C=NNC(=O)Cn1cnc([N+](=O)[O-])n1	3
C#CCn1c(=NC(=O)CCc2ccccc2)sc2cc3c(cc21)OCCO3	0
CC(=O)Cn1cnc2c(nnn2-c2ccc(Br)cc2)c1=O	0
COc1cccc(NC(=O)Nc2ccccc2-c2cn3ccccc3n2)c1OC	9
Cc1cc(C)cc(NC(=O)C(=O)NCC(c2ccc(N(C)C)cc2)N2CCN(C)CC2)c1 (configuration not stated)	6
COc1ccc(C)c2sc(=NC(=O)Cc3cccc4ccccc34)n(C)c12	-17
O=C(NCCN1CCN(c2ccc(F)cc2)CC1)c1cccs1	-4
CCN(CC)c1ccc(NC(=O)Cc2csc(NC(=O)c3ccc(Cl)cc3)n2)c(C)c1	4
Cn1c(SCC(=O)Nc2nccs2)nnc1-c1ccc(=O)n(C)c1	-15
COc1cc(NS(=O)(=O)c2ccc(NC(=O)c3ccc(S(=O)(=O)N4CCOCC4)cc3)cc2)ncn1	-16&-1
COC(=O)c1sccc1S(=O)(=O)NCCn1ccc(-c2ccccn2)n1	-5
CC12CCC(CC1=NO)C2(C)CBr (configuration not stated)	-5
COC(=O)c1ccsc1NC(=O)C1CN(C(=O)c2cnccn2)C1	-9
O=C(Cc1ccc(F)cc1)N1CCN(c2ccc(-c3ccco3)nn2)CC1	8
COc1ccc(C=NNC(=O)COc2ccccc2)c(C(=O)O)c1OC	5
COc1ccc(-c2cc(C(=O)N3CCC(NC(=O)c4ccccc4Cl)CC3)[nH]n2)cc1	-19
CCN(CC)S(=O)(=O)c1ccc(C(=O)Nc2nnc(C3COc4ccccc4O3)o2)cc1 (configuration not stated)	-15
Cc1cc(C(=O)Nc2sccc2C(N)=O)no1	-4&4
Cc1nnc(NC(=O)CCc2csc(NC(=O)Nc3ccccc3)n2)s1	-7&-5
COc1ccccc1N1CCN(C(=O)c2cn(C)nn2)CC1	-6
Cc1nc(-c2ccccc2Cl)sc1CNC(=O)c1cc(-c2ccco2)[nH]n1	-3
Cc1cc(OC2CN(C(=O)[C@@H]3COc4ccccc4O3)C2)cc(=O)o1	-10
O=S(=O)(NCc1ccc(Cl)cc1)c1ccc2c(c1)OCCCO2	18
CCOc1ccccc1NC(=O)CCn1cnc2c(cnn2-c2ccccc2)c1=O	0
CCS(=O)(=O)N1CCc2ccc(NS(=O)(=O)Cc3ccccc3F)cc2C1	-8
COc1ccc(NCC(=O)NN=C/C=C/c2ccccc2[N+](=O)[O-])cc1	26
COC(=O)C1C(O)C(C)C(O)C(C)(O)C=CC=C(C)C(=O)Nc2c(C)c(OC(C)=O)c3c(c2O)C(=O)C(C)=C2OCOC(=C23)C(C)=CC(C)(O)C(O)C(C)C1O (configuration not stated)	-7
COC(=O)Nc1ccc2c(c1)CC(=O)N2C	21
O=C(CSc1cccc2cccnc12)Nc1cc(Cl)cc(Cl)c1	57*
O=C(O)c1ccc(-n2cccc2/C=N/NC(=O)c2cc3cc(Br)ccc3o2)cc1	i
COc1cc(NS(=O)(=O)c2ccc(NC(=O)c3cccc(C(F)(F)F)c3)cc2)nc(OC)n1	-1
COc1ncc(NC(=O)Nc2ccccc2C)cn1	-10
CC(C)c1ccc(OCC(=O)Nc2ccc(N3CCOCC3)cc2)cc1	1
CN1CCN([C@@H](CNS(=O)(=O)c2cccc(Cl)c2)c2cccn2C)CC1	-9
COC(=O)c1c(NC(=O)c2ccn(C)n2)sc2c1CCCC2	-19
O=C(NCCc1ccc(F)cc1)[C@H]1CCCN(c2cc(-n3ccc4ccccc43)ncn2)C1	-1
CC(=NO)C(C)(C)Nc1ccccc1F	10
O=C(NCCCn1ccc2cccnc21)c1cnn(-c2ccccc2)n1	11
CCCc1nnc(NC(=O)CSc2ccc(NC(=O)C(C)C)nn2)s1	1&3

Part of the list above in order of SMILES length, falling:
SMILES	PriA SSB inh
COC(=O)C1C(O)C(C)C(O)C(C)(O)C=CC=C(C)C(=O)Nc2c(C)c(OC(C)=O)c3c(c2O)C(=O)C(C)=C2OCOC(=C23)C(C)=CC(C)(O)C(O)C(C)C1O (configuration not stated)	-7
COc1cc(NS(=O)(=O)c2ccc(NC(=O)c3cccc(C(F)(F)F)c3)cc2)nc(OC)n1	-1
O=C(NCCc1ccc(F)cc1)[C@H]1CCCN(c2cc(-n3ccc4ccccc43)ncn2)C1	-1
O=C(O)c1ccc(-n2cccc2/C=N/NC(=O)c2cc3cc(Br)ccc3o2)cc1	i
CN1CCN([C@@H](CNS(=O)(=O)c2cccc(Cl)c2)c2cccn2C)CC1	-9
Cc1cc(OC2CN(C(=O)[C@@H]3COc4ccccc4O3)C2)cc(=O)o1	-10
CCS(=O)(=O)N1CCc2ccc(NS(=O)(=O)Cc3ccccc3F)cc2C1	-8
CCOc1ccccc1NC(=O)CCn1cnc2c(cnn2-c2ccccc2)c1=O	0
Cc1nnc(NC(=O)CCc2csc(NC(=O)Nc3ccccc3)n2)s1	-7&-5
CCCc1nnc(NC(=O)CSc2ccc(NC(=O)C(C)C)nn2)s1	1&3
O=C(NCCCn1ccc2cccnc21)c1cnn(-c2ccccc2)n1	11
COC(=O)c1c(NC(=O)c2ccn(C)n2)sc2c1CCCC2	-19
COc1ccccc1N1CCN(C(=O)c2cn(C)nn2)CC1	-6
Cc1cc(C(=O)Nc2sccc2C(N)=O)no1	-4&4
COc1ncc(NC(=O)Nc2ccccc2C)cn1	-10
CC(=NO)C(C)(C)Nc1ccccc1F	10
